PGC1a acetyl inh – inhibitors of PGC1a acetylation signal, primary screen, cell-based, U2OS, AlphaScreen, inhibitor mode; AID 651687, 2012; hit rate 0.17% among 350,000; AlphaScreen anti-acetyl-lysine; with virally co-expressed GCN5 acetyltransferase; inhibition, % at 15.6 µM;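 active = every replicate shows inhibition of at least 40%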;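 note: 0% = neutral control wells and 100% = positive control wells; some results beyond the cut were filed as inactive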
ERAP1 HTS inh – human ERAP1 aminopeptidase inhibitors, primary screen, biochemical, single point, plate reader. Endoplasmic reticulum aminopeptidase 1 (Homo sapiens), Q9NZ08. AID 652197, 2013. inhibition, % at 10.7 µM. hit rate 0.15% among 340,000. recombinant ERAP1, Leu-AMC fluorescence, 60 min;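 active = mean replicate inhibition of at least 30%, or all replicates individually reaching that 30% level; inactive = mean below 30% and not every replicate reaching it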;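 note: 0% = neutral control wells and 100% = L-leucinethiol positive control wells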
Target sequence (Q9NZ08 whole entry, looked up): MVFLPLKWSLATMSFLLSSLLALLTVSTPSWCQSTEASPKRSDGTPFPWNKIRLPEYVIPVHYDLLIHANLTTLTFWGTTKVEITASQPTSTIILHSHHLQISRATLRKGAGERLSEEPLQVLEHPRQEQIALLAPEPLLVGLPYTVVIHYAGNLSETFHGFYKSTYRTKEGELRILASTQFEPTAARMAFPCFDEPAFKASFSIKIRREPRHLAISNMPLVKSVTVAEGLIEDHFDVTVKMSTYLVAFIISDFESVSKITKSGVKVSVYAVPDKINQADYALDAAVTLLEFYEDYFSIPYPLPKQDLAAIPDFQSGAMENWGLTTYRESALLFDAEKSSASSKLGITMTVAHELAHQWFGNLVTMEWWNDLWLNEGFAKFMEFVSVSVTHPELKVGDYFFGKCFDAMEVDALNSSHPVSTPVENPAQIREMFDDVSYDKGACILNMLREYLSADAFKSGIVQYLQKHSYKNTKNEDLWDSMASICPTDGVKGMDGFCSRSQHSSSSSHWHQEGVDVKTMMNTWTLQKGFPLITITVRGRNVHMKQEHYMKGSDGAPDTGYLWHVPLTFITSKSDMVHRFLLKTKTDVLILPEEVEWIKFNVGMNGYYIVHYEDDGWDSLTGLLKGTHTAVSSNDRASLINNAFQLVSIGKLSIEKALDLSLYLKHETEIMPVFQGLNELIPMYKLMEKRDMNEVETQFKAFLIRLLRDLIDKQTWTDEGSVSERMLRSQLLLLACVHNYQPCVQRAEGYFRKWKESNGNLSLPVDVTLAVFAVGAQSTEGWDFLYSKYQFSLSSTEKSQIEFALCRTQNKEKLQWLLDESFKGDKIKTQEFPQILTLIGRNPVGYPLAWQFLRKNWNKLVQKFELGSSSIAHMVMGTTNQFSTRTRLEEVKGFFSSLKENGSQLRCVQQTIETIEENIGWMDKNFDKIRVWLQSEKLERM
Xi reactivation – activators of inactive X chromosome reactivation, primary screen, imaging, XiGFP fibroblasts, GFP high-content imaging, set 2 | activation, % at 7.58 µM | AID 743238, 2013 | hit rate 0.055% among 360,000 | XiGFP mouse fibroblasts, % GFP-positive cells imaging, 3 d; cells co-treated with 5-aza-dC sensitizer; scaled so ellipticine positive control = 100%;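 active = mean normalized replicate activation at least 10% and every replicate at or above 10%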;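 note: 0% = median of on-plate neutral control wells and 100% = ellipticine 6 µM median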
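Material: XiGFP fibroblasts, SV40-immortalized. Buffer or medium: DMEM plus 5-aza-dC sensitizer. Compound: single concentration per compound, delivered by pin transfer. Times: 3 days compound exposure. Controls: ellipticine 6 µM.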
SIRT5 inh – SIRT5 desuccinylase inhibitors, primary screen, biochemical, fluorescence imaging, single point, set 5 | Purified SirT5, succinyl-peptide AMC, trypsin-coupled fluorescence | inhibition, % at 15 µM | hit rate 1.1% among 330,000 | AID 652115, 2013; in the data active = inhibition above about 15%
Cneo AK release – Cryptococcus neoformans cell lysis inducers, primary screen, AK release luminescence, single concentration; C. neoformans lysis, adenylate kinase release luminescence, 4 h; normalised: neutral wells 0, clomiphene wells 100; lysis activity, % at 15 µM; hit rate 0.2% among 360,000; AID 651654, 2012;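 active = mean lysis activity across replicates of at least 80%, whatever share of replicates individually reach that level; inactive = mean lysis activity below 80%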
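read-out = cell lysis signal | test system = log-phase Cryptococcus neoformans yeast cells | input = cells at 5 × 10^6 per mL | medium = fresh YPD growth medium | signal = luminescent adenylate kinase detection reagent | timing = 4 h at 37 °C static, read 1 h later | dosing = single dose | controls = Clomiphene as positive lysis control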
Statin myotox sup – suppressors of statin myotoxicity in C2C12 myotubes, primary screen, cell-based, single point, plate reader. hit rate 0.78% among 330,000. rescue of ATP level, % at 7.49 µM. AID 602340, 2012. C2C12 myotubes + simvastatin, ATP luminescence, 48 h; scaled: DMSO 0, geranylgeraniol control 100;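 active = mean ATP rescue above about 67%, or every replicate alone reaching that limit, limit read from the data, passing the limit was not always enough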;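 note: myotubes were challenged with 10 µM simvastatin during compound exposure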
S100A4 MyoIIA – inhibitors of S100A4-myosin IIA peptide binding, primary screen, biochemical, fluorescence polarization, TAMRA-MyoIIA peptide | Protein S100-A4 (Homo sapiens), P26447 | inhibition, % at 10.7 µM | hit rate 0.14% among 360,000 | AID 652163, 2013;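 active = mean inhibition of at least 70% across replicates, with every replicate also reaching that level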
Target sequence (P26447 whole entry, looked up): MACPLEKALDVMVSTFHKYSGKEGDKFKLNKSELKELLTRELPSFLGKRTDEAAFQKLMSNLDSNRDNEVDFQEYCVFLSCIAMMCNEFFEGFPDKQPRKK
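Material: S100A4 monomer (human). Medium: Calcium-containing HEPES buffer, pH 7.2. Probe or stimulus: labelled myosin peptide probe, 5 nM. Compound dosing: one concentration per compound. Timing: polarization read 5 min after assay mix addition, stable 5–60 min. Benchmarks: DMSO as neutral control, TFP as positive control.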
LGR2 inh – inhibitors of bursicon-induced LGR2 CRE-luciferase signal, primary screen, cell-based, HEK293, CRE-luciferase reporter, bursicon stimulation | Drosophila bursicon receptor LGR2 (rickets) | bursicon-stimulated, 4 h | inhibition, % at 9.99 µM | hit rate 0.35% among 380,000 | AID 720647, 2013;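 active = drop in luminescence signal, shown as inhibition above about 50% in the replicate tests, limit read from the data, passing the limit was not always enough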;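 note: agonist challenge used bursicon conditioned medium at about half maximal strength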
Numbers without * were called inactive; · = no result given; & = joins results of further samples.

The first 8 compounds (preview)
#1 CC(=O)Nc1cccc(C(=O)NNC(=O)c2ccc(-n3cnnn3)cc2)c1
#2 C[C@H]1CN([C@@H](C)CO)C(=O)c2cc(-c3ccc(C#N)cc3)cnc2O[C@H]1CN(C)C(=O)Nc1ccccc1
#3 CCc1ccc(NC(=O)C2CCCN2S(=O)(=O)c2ccc3c(c2)n(C)c(=O)c(=O)n3C)cc1 (configuration not stated)
#4 Cc1cc(C)c(C(O)c2ncc(-c3ccccc3Cl)[nH]2)c(C)c1 (configuration not stated)
#5 O=C(Cc1c(Cl)cccc1Cl)Nc1ccc(S(=O)(=O)Nc2ncccn2)cc1
#6 COc1ccc(N(CC(=O)NCCSc2ccccn2)S(=O)(=O)c2ccccc2)cc1Cl
#7 Cc1cccc(Nc2nc(N)c([N+](=O)[O-])c(NCCO)n2)c1
#8 CC1(C)CNC(=O)CC(C)(C)N1
Assay by compound	1	2	3	4	5	6	7	8
PGC1a acetyl inh	9	6	4	·	·	·	-15	·
ERAP1 HTS inh	6	1	0	4	-2	1	0	-2
Xi reactivation	0.2	-0.7	0.1	-0.1	0.3	0.3	0.0	0.0
SIRT5 inh	·	-3	0	4	1	0	-1	-6
Cneo AK release	11	-8	0	-2	4	3	·	0
Statin myotox sup	8	26	21	-6	19	11	1	·
S100A4 MyoIIA	3	-3	-2	-4	0	-19	-1	-12
LGR2 inh	4	-7	4	2	2	-1	-18	-2

All compounds of this part, from the first entry:
#1 CC(=O)Nc1cccc(C(=O)NNC(=O)c2ccc(-n3cnnn3)cc2)c1
#2 C[C@H]1CN([C@@H](C)CO)C(=O)c2cc(-c3ccc(C#N)cc3)cnc2O[C@H]1CN(C)C(=O)Nc1ccccc1
#3 CCc1ccc(NC(=O)C2CCCN2S(=O)(=O)c2ccc3c(c2)n(C)c(=O)c(=O)n3C)cc1 (configuration not stated)
#4 Cc1cc(C)c(C(O)c2ncc(-c3ccccc3Cl)[nH]2)c(C)c1 (configuration not stated)
#5 O=C(Cc1c(Cl)cccc1Cl)Nc1ccc(S(=O)(=O)Nc2ncccn2)cc1
#6 COc1ccc(N(CC(=O)NCCSc2ccccn2)S(=O)(=O)c2ccccc2)cc1Cl
#7 Cc1cccc(Nc2nc(N)c([N+](=O)[O-])c(NCCO)n2)c1
#8 CC1(C)CNC(=O)CC(C)(C)N1
#9 C[C@@H]1CN([C@H](C)CO)C(=O)Cc2cc(NC(=O)Nc3ccc(F)cc3)ccc2O[C@@H]1CN(C)C
#10 CCCCOc1ccc(C(=O)N/N=C/c2ccc(OCCN3CCCCC3)c(OC)c2)cc1
Assay by compound	1	2	3	4	5	6	7	8	9	10
PGC1a acetyl inh	9	6	4	·	·	·	-15	·	-8	9
ERAP1 HTS inh	6	1	0	4	-2	1	0	-2	0	-1
Xi reactivation	0.2	-0.7	0.1	-0.1	0.3	0.3	0.0	0.0	-1.1	-0.1
SIRT5 inh	·	-3	0	4	1	0	-1	-6	-4	0
Cneo AK release	11	-8	0	-2	4	3	·	0	-1	-2
Statin myotox sup	8	26	21	-6	19	11	1	·	-1	2
S100A4 MyoIIA	3	-3	-2	-4	0	-19	-1	-12	3	2
LGR2 inh	4	-7	4	2	2	-1	-18	-2	4	·

#11 CCCCN1C(=O)C(=O)N(CC(=O)Nc2ccc(C(N)=O)cc2)C1=O
#12 COc1ccc2c3c([nH]c2c1)[C@H](CO)N(CC1CCOCC1)CC31CN(C(=O)c2ccc(F)cc2)C1
#13 C[C@@H]1CN([C@@H](C)CO)C(=O)c2cc(NS(=O)(=O)c3ccc(Cl)cc3)ccc2O[C@H]1CN(C)C(=O)Nc1ccc(F)cc1
#14 O=C1CC(C(F)(F)F)=NN1
#15 COc1ccccc1CN1[C@H](C(=O)NCCc2ccncc2)[C@@H](CO)[C@@H]2Cn3c(cccc3=O)[C@@H]21
#16 Cc1noc(C)c1NC(=O)Nc1ccc2c(c1)CC(=O)N([C@H](C)CO)C[C@H](C)[C@H](CN(C)S(=O)(=O)c1ccc(Cl)cc1)O2
#17 Cc1cccc(Cc2ccc(Cl)nn2)c1
#18 C[C@@H]1CN([C@H](C)CO)C(=O)c2cc(C#Cc3ccc(F)cc3)cnc2O[C@@H]1CN(C)C(=O)Nc1ccc(F)cc1
#19 Cc1ccc(OCc2cc(C(=O)N(C)Cc3nccn3C)no2)cc1C
#20 COc1ccc(NC(=O)Nc2ccc3c(c2)[C@H]2C[C@H](CC(=O)NC4CCCC4)O[C@@H](CO)[C@H]2O3)cc1
Assay by compound	11	12	13	14	15	16	17	18	19	20
PGC1a acetyl inh	·	·	-9	-2	·	5	2	-4	0	-17
ERAP1 HTS inh	-2	3	-11	·	·	-1	4	0	-5	-1
Xi reactivation	0.0	0.3	-0.9	0.1	0.4	0.2	0.1	-0.5	0.0	4.5
SIRT5 inh	-2	1	-1	-2	-3	8	1	-3	-1	-3
Cneo AK release	0	·	-1	3	-1	29	·	2	0	-1
Statin myotox sup	6	·	0	·	19	-18	·	-11	-1	-4
S100A4 MyoIIA	-2	-10	15	-15	·	5	-3	18	12	-52
LGR2 inh	3	-3	4	-5	-5	-12	7	20	-2	-7

#21 COCCn1c(SCC(=O)Nc2ccc(F)cc2)nc2c(oc3ccccc32)c1=O
#22 Cc1ccccc1-n1c(=O)cc(N2CCN(C(=O)c3ccco3)CC2)[nH]c1=O
#23 Cc1cccc(OCCn2c(S(=O)(=O)O)nc3ccccc32)c1
#24 COc1ccc(C(=O)Nc2ncc(C)s2)cc1S(=O)(=O)N1CCOCC1
#25 COc1ccc(CNC(=O)C[C@H]2C[C@@H]3c4cc(NC(=O)CC5CC5)ccc4O[C@@H]3[C@@H](CO)O2)cc1
#26 CC(C)c1ccc(COc2ccc(C(=O)N3CCOCC3)cc2)cc1
#27 Cc1cccc(C2=NN(c3ccc(Br)cc3)[C@@H](C(=O)N3CCOC3=O)[C@@H]2c2ccc([N+](=O)[O-])cc2)c1
#28 O=C(C[C@@H]1C[C@H]2c3cc(NC(=O)Nc4ccc(F)cc4)ccc3O[C@H]2[C@H](CO)O1)NC1CCCCC1
#29 COc1ccc(NC(=O)Nc2ccc3c(c2)C(=O)N([C@@H](C)CO)C[C@H](C)[C@@H](CN(C)Cc2ccc4c(c2)OCO4)O3)cc1
#30 CCN(C[C@H]1N[C@@](CC)(C(=O)OC)[C@H]2C(=O)N(Cc3ccccc3)C(=O)[C@@H]12)C(=O)Nc1ccc(C)cc1
Assay by compound	21	22	23	24	25	26	27	28	29	30
PGC1a acetyl inh	·	·	-7	-9	9	·	-8	-4	-14	·
ERAP1 HTS inh	20	5	12	3	·	9	·	·	1	·
Xi reactivation	0.0	0.1	·	0.1	0.0	0.2	0.1	-0.1	-0.6	0.0
SIRT5 inh	1	6	3	0	·	5	-3	·	·	·
Cneo AK release	·	-3	-1	-2	·	·	0	2	47	3
Statin myotox sup	·	3	12	1	3	·	4	0	-42	-3
S100A4 MyoIIA	-2	-5	-20	-3	·	-1	12	·	18	3
LGR2 inh	12	20	-1	12	-12	12	-1	11	-5	-68

#31 Cc1ccccc1NS(=O)(=O)c1nnc(NC(=O)c2ccc(Cl)cc2)s1
#32 O=C(CCCCn1c(=S)[nH]c2ccsc2c1=O)NCc1ccco1
#33 CCCCCC1(C)NC(=S)N(c2ccccc2)N1 (configuration not stated)
#34 CNC(=O)CN1C(=O)NC(Cc2c[nH]c3ccccc23)C1=O (configuration not stated)
#35 CCOc1c(CNCCNC(=O)c2nonc2N)cccc1OC
#36 Nc1c(Br)cc(Br)c2c1C(=O)c1c(cccc1S(=O)(=O)O)C2=O
#37 CC1(C(=O)NS(=O)(=O)c2cccc(F)c2)CCN1C(=O)Cc1ccccc1 (configuration not stated)
#38 O=C(NCCCn1ccnc1)c1noc2c1CCCC2
#39 O=C(O)C#Cc1cccc2ccccc12
#40 Cc1ccc(-c2ccc3c(c2)O[C@@H](CN(C)C)[C@H](C)CN([C@H](C)CO)S3(=O)=O)cc1
Assay by compound	31	32	33	34	35	36	37	38	39	40
PGC1a acetyl inh	8	-16	-3	28	4	7	7	-9	0	-34
ERAP1 HTS inh	2	2	7	·	1	1	-4	·	-1	4
Xi reactivation	0.0	·	0.0	·	·	0.4	-0.1	·	0.0	-0.9
SIRT5 inh	0	-2	-3	-1	-3	-4	-3	·	1	0
Cneo AK release	-2	5	·	3	0	0	0	4	·	0
Statin myotox sup	1	35	·	·	-6	-2	6	-1	4	-19
S100A4 MyoIIA	-2	-6	-4	1	3	-24	-3	·	-1	0
LGR2 inh	3	4	11	-7	-12	4	2	1	-8	8

#41 CCC(=O)N1C[C@@H](C)[C@@H](OC)CN(C)C(=O)c2ccc(NS(C)(=O)=O)cc2OC[C@H]1C
#42 O=C1COc2ccc(C(=O)COC(=O)CNC(=O)C3CCCCC3)cc2N1
#43 COc1ccc(CN2C(=O)c3cccnc3C2=O)cc1S(=O)(=O)N1CC(C)Oc2ccccc21 (configuration not stated)
#44 C=CCn1c(O)c(CN2CCN(Cc3ccccc3)CC2)c(C)c(C#N)c1=O
#45 Cc1ccc(NC(=O)Nc2cc(Cl)ccc2C2COC(=O)C2=N)cc1 (configuration not stated)
#46 CCCCC1CCC(C(=O)N(CCOC)c2c(N)n(CC(C)C)c(=O)[nH]c2=O)CC1 (configuration not stated)
#47 COc1ccc(F)cc1C(=O)C1CCCN(Cc2ccc3c(c2)OCCO3)C1 (configuration not stated)
#48 CN(C)C(=O)C(CCN1CCC(O)(c2ccc(Cl)cc2)CC1)(c1ccccc1)c1ccccc1
#49 COc1ccc2cc(CCNC(=O)c3ccco3)c(=O)[nH]c2c1
Assay by compound	41	42	43	44	45	46	47	48	49
PGC1a acetyl inh	·	4	1	1	2	0	-8	-18	·
ERAP1 HTS inh	0	4	0	·	1	0	0	-6	-1
Xi reactivation	0.0	0.0	0.0	·	0.1	0.0	0.3	0.0	0.2
SIRT5 inh	3	0	9	·	-2	-2	-5	-5	4
Cneo AK release	41	3	-4	1	·	-1	1	2	1
Statin myotox sup	2	14	4	0	·	-2	4	-22	6
S100A4 MyoIIA	17	-12	1	·	-5	-6	1	-9&-1	-3
LGR2 inh	-8	-35	6	-17	5	11	9	34	-36

Only part of the results is shown (hit frequency here may not be typical).
